MC4R antag cAMP: antagonists of human melanocortin 4 receptor (MC4R). P32245. MC4R-expressing cells, MTII-stimulated cAMP, LANCE TR-FRET. inhibition, % at 6.5 µM. actives 0.48% (n = 360,000). AID 540295;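 active means inhibition above its plate's cutoff, the mean of tested wells on that plate plus 3 SD, cut at about 29% in these data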;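 further: 0% = Melanotan II alone and 100% = Melanotan II plus saturating MCL0020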
Target sequence (P32245 whole entry, looked up): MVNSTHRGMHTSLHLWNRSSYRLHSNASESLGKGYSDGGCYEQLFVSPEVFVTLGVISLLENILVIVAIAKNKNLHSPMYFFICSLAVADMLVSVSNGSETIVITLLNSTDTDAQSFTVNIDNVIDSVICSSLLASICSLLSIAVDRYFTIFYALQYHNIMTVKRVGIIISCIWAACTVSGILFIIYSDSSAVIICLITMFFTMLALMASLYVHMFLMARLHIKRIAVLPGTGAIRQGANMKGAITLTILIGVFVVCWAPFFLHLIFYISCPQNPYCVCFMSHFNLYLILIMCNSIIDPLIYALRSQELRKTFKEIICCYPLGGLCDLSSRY
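System: U2OS-MC4R stable cell line; Technique: Eu-cAMP/anti-cAMP TR-FRET, emission 671 nm; Repeats: single well per compound; Also added: Melanotan II; Dosing: one concentration, 6.5 µM nominal; Schedule: 30-min compound, 1-h challenge, 1-h detection, room temperature.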
ABCB6 inh MLPCN: inhibitors of human ABC transporter ABCB6 | Q9NP58 | K562-ABCB6 porphyrin accumulation, flow cytometry, 1 h; stronger effect = lower value | fluorescence ratio to DMSO, % at 10 µM | actives 0.19% (n = 360,000);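 active means fluorescence ratio to DMSO below 75%, the collection mean minus 3 SD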;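 further: signal is porphyrin accumulated inside mitochondria; 100% equals median channel fluorescence of DMSO control wells; lower ratio means ABCB6 inhibition with less porphyrin fluorescence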
m5-HT2A agonist: agonists of mouse serotonin 5-HT2A receptor (HTR2A); CHO-K1 mHTR2A beta-arrestin complementation, luminescence; percent of 30 µM serotonin response; activation, % at 7.6 µM; actives 0.66% (n = 360,000);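 active means activation above a run cutoff, the mean activation of all tested compounds plus 3 SD, cut at about 14% in these data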;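 further: 0% = plate median of compound wells and 100% = 30 µM serotonin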
Target sequence (P35363 whole entry, looked up): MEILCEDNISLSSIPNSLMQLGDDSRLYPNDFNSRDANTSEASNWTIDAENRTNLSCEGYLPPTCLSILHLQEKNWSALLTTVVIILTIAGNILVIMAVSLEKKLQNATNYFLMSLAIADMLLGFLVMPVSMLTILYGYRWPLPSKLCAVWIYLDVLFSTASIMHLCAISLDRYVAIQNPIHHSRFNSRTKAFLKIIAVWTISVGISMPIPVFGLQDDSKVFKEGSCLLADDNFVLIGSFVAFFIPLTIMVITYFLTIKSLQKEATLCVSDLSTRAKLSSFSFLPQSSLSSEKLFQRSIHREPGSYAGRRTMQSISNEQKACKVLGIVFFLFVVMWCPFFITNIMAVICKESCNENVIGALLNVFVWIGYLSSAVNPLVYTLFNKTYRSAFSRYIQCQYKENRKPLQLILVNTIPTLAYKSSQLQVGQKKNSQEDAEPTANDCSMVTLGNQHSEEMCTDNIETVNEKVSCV
hiPSC survival: increases survival of single human iPS cells. actives 0.044% (n = 360,000). hiPSC single-cell survival, ATPlite luminescence; 100% = ROCK inhibitor wells, 0% = DMSO. survival enhancement, % at 20 µM; in the data active means survival enhancement above about 18%;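 further: cells exposed to compounds for 16 hours before the ATP read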
ABHD5-PLIN5 inh: ABHD5-PLIN5 protein interaction inhibition | inhibition, % at 4 µM | actives 0.78% (n = 360,000) | Q00G26+Q8WTS1 | Split G. princeps luciferase complementation, luminescence, 4 h;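 active means inhibition above the mean inhibition across every tested compound plus 3 SD, cut at about 22% in these data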;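 further: 0% = DMSO only wells and the 100% control is not disclosed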
Exocytosis inh: lytic granule exocytosis inhibition; TALL-104 LAMP-1 surface exposure, flow cytometry; cells stimulated with thapsigargin and PMA; inhibition, % at 10 µM; actives 0.66% (n = 360,000); AID 651702;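 active means inhibition above about 55%, limit read from the data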
N-glyco inh: blocks N-linked glycosylation in D54 reporter cells; D54 ERlucT glycosylation luciferase reporter, 24 h; percent of 100 nM tunicamycin response; reporter increase, % at 12.5 µM; actives 0.23% (n = 360,000); AID 588692;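 active means mean luciferase reporter signal, scaled so untreated is 0 and the glycosylation-blocking control 100, at or above a set limit in every replicate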;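 further: luciferase carries N-glycosylation sites so blocking glycosylation raises the light; 0% = median of neutral control wells and 100% = median of 100 nM tunicamycin wells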
Cardio protect: myocardial damage modulation in H9c2 cells | protection from H2O2 cell death, % at 20 µM | H9c2 cardiomyocytes, H2O2 injury protection, ATPLite, 2 h | actives 0.63% (n = 360,000);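 active means compounds giving at least 50% protection of heart cells from peroxide-induced death in the single-dose screen, raw or plate-pattern-corrected value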;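 further: 0% = DMSO wells with peroxide and 100% = DMSO wells without peroxide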
MC4R ag barr: activates human MC4R beta-arrestin recruitment; P32245; U2OS MC4R beta-arrestin complementation, luminescence; percent of melanotan II response, DMSO zero; activation, % at 8.9 µM; actives 0.98% (n = 360,000);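 active means activation above a per-plate cutoff, the mean activation of sample wells on that plate plus 3 SD, cut at about 8% in these data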
aDG glyco up: increases alpha dystroglycan glycosylation; Pro5-aDG cells, alpha-DG glycosylation AlphaScreen (IIH6); 0% Pro5, 100% B10-LARGE cell signal; activation, % at 10 µM; actives 0.22% (n = 360,000);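 active means activation of at least 8% versus controls, or a plate z-score of at least 8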;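 further: Pro5 are CHO cells carrying HIG-tagged alpha-DG that lacks glycosylation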
Numbers without * were called inactive; . = not tested or not shown.

The first four entries (preview)
Value order: MC4R antag cAMP | ABCB6 inh MLPCN | m5-HT2A agonist | hiPSC survival | ABHD5-PLIN5 inh | Exocytosis inh | N-glyco inh | Cardio protect | MC4R ag barr | aDG glyco up
O=C(Cc1ccccc1)NCCCNC(=O)Cc1ccccc1
  -7 | 96 | 2 | 0.0 | 6 | 1 | 2 | -2 | -1.3 | 0.0
COc1cc2c(cc1NC(=O)CSc1nnc(COc3ccc(Cl)cc3)n1C)oc1ccccc12
  3 | 95 | 2 | 4.4 | -5 | 60* | -4 | 0 | 1.1 | -0.3
CN(Cc1cnccn1)C(=O)C1CCC(=O)N(CCc2ccc(Cl)cc2)C1 (stereo not drawn)
  2 | 101 | -2 | -0.5 | 0 | -2 | 1 | 6 | 2.2 | -0.1
O=C(Nc1ccc(Br)cc1)C1CC(O)CN1C(=O)OCc1ccccc1 (stereo not drawn)
  7 | 97 | -1 | -0.6 | 1 | -13 | 3 | 3 | -1.6 | 0.0

This part in full, repeating the preview:
Value order: MC4R antag cAMP | ABCB6 inh MLPCN | m5-HT2A agonist | hiPSC survival | ABHD5-PLIN5 inh | Exocytosis inh | N-glyco inh | Cardio protect | MC4R ag barr | aDG glyco up
O=C(Cc1ccccc1)NCCCNC(=O)Cc1ccccc1
  -7 | 96 | 2 | 0.0 | 6 | 1 | 2 | -2 | -1.3 | 0.0
COc1cc2c(cc1NC(=O)CSc1nnc(COc3ccc(Cl)cc3)n1C)oc1ccccc12
  3 | 95 | 2 | 4.4 | -5 | 60* | -4 | 0 | 1.1 | -0.3
CN(Cc1cnccn1)C(=O)C1CCC(=O)N(CCc2ccc(Cl)cc2)C1 (stereo not drawn)
  2 | 101 | -2 | -0.5 | 0 | -2 | 1 | 6 | 2.2 | -0.1
O=C(Nc1ccc(Br)cc1)C1CC(O)CN1C(=O)OCc1ccccc1 (stereo not drawn)
  7 | 97 | -1 | -0.6 | 1 | -13 | 3 | 3 | -1.6 | 0.0
COc1ccc(NC(=O)C2CCCN(S(=O)(=O)c3ccc4[nH]c(=O)ccc4c3)C2)cc1 (stereo not drawn)
  12 | 102 | -2 | -0.4 | 2 | -2 | -2 | 5 | -0.4 | 0.0
CCc1nc2c(OCc3ccc(F)c(F)c3)cccn2c1N(C)C(=O)c1ccc(C)cc1
  0 | 94 | -5 | -1.1 | 7 | 9 | 1 | 5 | -1.4 | 0.5
Cc1ccc(S(=O)(=O)N2CCOCC2)cc1NC(=O)CN1CCN(C)CC1
  -3 | 96 | -3 | -0.5 | 10 | 5 | 0 | 1 | -2.1 | -0.1
CCOC(=O)C1=NNC(C(=O)c2ccc(Cl)cc2)C1c1ccccc1 (stereo not drawn)
  2 | 97 | -1 | -2.4 | 0 | 0 | -2 | 3 | 2.3 | -0.1
Cc1ccc(NC(=O)COC(=O)c2ccco2)cc1S(=O)(=O)N1CCCCC1
  10 | 99 | -2 | 4.0 | 0 | 16 | 0 | -4 | 0.0 | -0.4
COc1ccc(N2C(=O)c3ccccc3NC(=O)C2C(=O)Nc2ccc(N3CCOCC3)cc2)cc1 (stereo not drawn)
  . | . | 2 | . | 1 | -7 | . | . | . | 0.1
COc1cccc(C2C(C#N)=C(N)OC3=C2C(=O)CCC3)c1OC(=O)c1ccco1 (stereo not drawn)
  -1 | 210 | 1 | -2.4 | 8 | -7 | 0 | -7 | 1.8 | -0.2
CCOC(=O)C1(C)NC(c2cccs2)C2C(=O)N(c3ccc(OC)cc3)C(=O)C21 (stereo not drawn)
  -6 | 95 | 2 | 0.9 | 3 | -2 | 2 | 1 | -2.9 | -0.2
CCCCNC(=O)c1ccc(NC(=O)C2CCCO2)cc1 (stereo not drawn)
  4 | 96 | 9 | -1.9 | -3 | 0 | 2 | 6 | -1.0 | -0.2
CC(C)C[C@@H](CN1CCC[C@@H]1CN1C(=S)NC[C@@H]1Cc1ccc(O)cc1)N1C[C@H](Cc2ccc(O)cc2)N(CC2CCCCC2)C1=S
  . | 98 | -4 | -3.6 | 14 | 29 | -14 | -14 | . | 0.7
CC(C)CCN1C(=O)CSCC1(C)C(=O)NC(C)C (stereo not drawn)
  . | . | 1 | . | -4 | 2 | . | . | . | 0.1
Cc1ccc(-c2nnc(Oc3ccc(NC(=O)c4ccccc4)cc3)c3ccccc23)cc1
  6 | 93 | 1 | 1.0 | -1 | -2 | -6 | 22 | 4.3 | 3.1
O=C(CSc1ncnc2c1oc1ccccc12)NCc1ccc(F)cc1
  4 | 82 | -2 | -0.3 | 4 | -2 | 2 | -1 | -0.3 | 0.6
COc1cc(C(=O)Oc2cc(C)[nH]c(=O)c2[N+](=O)[O-])cc(OC)c1OC
  9 | 101 | -1 | 0.5 | 12 | -5 | -1 | 9 | -0.4 | 0.1
CC(=O)c1ccc(N2CCN(c3ncc(C(F)(F)F)cc3Cl)CC2)cc1
  15 | 103 | 4 | -2.0 | 3 | 5 | -1 | -36 | -0.3 | 0.9
O=c1cc(SCc2ccc(Cl)cc2Cl)nc[nH]1
  2 | 96 | -1 | 1.0 | -3 | -2 | 0 | -4 | -0.6 | 0.4
CON(C)c1nc(OCCNC(=O)OCc2ccc(Cl)cc2Cl)nc(N(C)C)n1
  2 | 101 | 8 | 5.9 | 2 | -5 | 1 | -4 | -1.4 | -0.1
Cc1ccc(C(=O)NCC(=O)OCCCn2c(=O)[nH]c3ccccc32)cc1
  14 | 94 | -3 | -0.3 | 5 | -2 | -1 | 2 | -0.5 | 0.3
Cc1ccc(S(=O)(=O)/N=S(/c2ccccc2)C(C)C)cc1 (stereo not drawn)
  4 | 97 | -6 | -0.3 | -13 | 8 | 2 | 3 | -0.9 | 0.0
O=C(Cn1ccc(C(F)(F)F)n1)NNC(=O)c1ccco1
  6 | 97 | 2 | -0.5 | 10 | 0 | 1 | 6 | 2.9 | 0.2
CCCCN1C(=O)C(CC(=O)NCCc2ccccn2)CC(C(=O)N(C(C)C)C(C)C)=C1C (stereo not drawn)
  -3 | 92 | 3 | -1.8 | 5 | -5 | 1 | 2 | -1.5 | 0.2
Cc1cccc(-c2nn(-c3ccccc3)cc2C(=O)NCC(c2cccs2)N2CCOCC2)c1 (stereo not drawn)
  3 | 97 | -9 | -0.6 | -3 | 5 | 0 | 1 | -2.9 | -0.2
CCn1c(CCCCc2n[nH]c(=S)n2CC)n[nH]c1=S
  -3 | 92 | 3 | -0.2 | -3 | -1 | 1 | 4 | -1.6 | 0.2
COCCNc1nc(Nc2ccccc2Cl)c2sc(-c3ccccc3)cc2n1
  10 | 94 | -6 | -2.9 | -3 | 47 | -1 | -1 | 11* | 1.1
Cc1ccc(/C=N/Nc2nnc(Cc3ccccc3)c(=O)[nH]2)o1
  22 | 96 | 0 | -0.2 | -2 | 0 | 1 | 0 | 1.2 | -0.7
O=C(Cc1ccccc1)NCC(=O)OCC(=O)c1ccc([N+](=O)[O-])cc1
  3 | 94 | -1 | 3.0 | -11 | -6 | 0 | 2 | -1.7 | 0.3
Cc1nc(C(F)(F)F)c(C(=O)NC(=O)Nc2ccccc2)s1
  -4 | 104 | 0 | 0.1 | -4 | -2 | 1 | 2 | -0.1 | 0.0
O=C(Cn1cc([N+](=O)[O-])cn1)Nc1nccs1
  2 | 95 | -4 | 0.4 | 2 | -2 | 4 | 5 | -0.3 | -0.1
C/C(=N\NS(=O)(=O)c1ccc([N+](=O)[O-])cc1)c1cccs1
  9 | 103 | -3 | -0.3 | -4 | 4 | 1 | -2 | -3.6 | -0.1
O=C(O)CNS(=O)(=O)c1cc(Cl)c(Cl)cc1Cl
  3 | 108 | -3 | 8.6 | 4 | -4 | 0 | 10 | -2.5 | 1.3
Cc1ccc2oc(C(=O)N3CCC(C(N)=O)(N4CCCCC4)CC3)c(C)c2c1
  -2 | 104 | -1 | -0.1 | -1 | -6 | -2 | -1 | 2.3 | 0.0
Cc1ccccc1C(=O)NC1CCN(Cc2nnnn2C(C)(C)C)CC1
  -2 | 98 | 0 | -0.1 | 0 | -1 | 2 | 5 | -2.0 | -0.1
Nc1c([N+](=O)[O-])cc2c3c(cccc13)CC2
  . | 99 | -5 | -0.2 | 2 | 6 | 2 | 10 | . | -0.6
COc1ccc(-c2cncc3nccn23)cc1OC
  -15 | 96 | -2 | 0.8 | 1 | -6 | 2 | 4 | -0.2 | 0.0
NC(=S)NN=C(c1ccccc1)c1ccccc1
  -7 | 98 | 4 | 0.3 | -5 | -19 | 0 | -5 | 0.1 | 0.8
O=C(NCCCN1CCCC1)c1ccc(CS(=O)(=O)c2ccc(Cl)cc2)o1
  -4 | 103 | -2 | 1.4 | -2 | 5 | -2 | 3 | -3.1 | -0.2
Cc1cccc(S(=O)(=O)Nc2nc3ccccc3nc2NCc2ccco2)c1
  3 | 96 | 2 | 2.9 | 1 | -5 | 2 | -4 | -0.5 | 0.0
Nc1c(C(=O)OCC2CCCO2)c2nc3ccccc3nc2n1C1CCCC1 (stereo not drawn)
  -5 | 87 | 14 | -0.7 | -4 | 1 | 11 | 9 | -0.3 | 2.1
CCN(C(=O)CSc1nnnn1C)C1CCS(=O)(=O)C1 (stereo not drawn)
  11 | 102 | 8 | -0.3 | 5 | 10 | 2 | 0 | -2.4 | -0.1
COc1ccc(CSc2nnnn2C)cc1F
  0 | 101 | 0 | 2.1 | -3 | -6 | 0 | 1 | -1.1 | -0.1
Cc1ccc(NC(=O)c2cc3c(s2)CCCC3)cc1S(=O)(=O)Nc1ccccc1Cl
  7 | 94 | 5 | -0.3 | -14 | 16 | -6 | -12 | -1.2 | 0.4
Cc1nc(-c2ccccc2)ccc1C(=O)O
  21 | 96 | 3 | -0.5 | 5 | -12 | -1 | -4 | 1.4 | 0.0
CC(=O)N1C2=CCCC3CCCCC23c2ccccc21 (stereo not drawn)
  11 | 208 | -2 | 5.7 | -8 | -1 | 0 | -2 | 3.6 | -0.2
Cc1cccc2cc(CN(Cc3cccnc3)C(=O)c3ccncc3)c(=O)[nH]c12
  -1 | 90 | 3 | 3.3 | 5 | 2 | 0 | -2 | 0.8 | 0.3
NCCc1nnc(SCC(N)=O)o1
  -2 | 98 | -1 | -0.9 | -9 | -2 | 0 | 0 | -1.4 | -0.2

2 of these compounds, reformatted.
Cc1ccccc1C(=O)NC1CCN(Cc2nnnn2C(C)(C)C)CC1
  MC4R antag cAMP = -2	ABCB6 inh MLPCN = 98	m5-HT2A agonist = 0	hiPSC survival = -0.1	ABHD5-PLIN5 inh = 0	Exocytosis inh = -1	N-glyco inh = 2	Cardio protect = 5	MC4R ag barr = -2.0	aDG glyco up = -0.1

Nc1c([N+](=O)[O-])cc2c3c(cccc13)CC2
  MC4R antag cAMP = .	ABCB6 inh MLPCN = 99	m5-HT2A agonist = -5	hiPSC survival = -0.2	ABHD5-PLIN5 inh = 2	Exocytosis inh = 6	N-glyco inh = 2	Cardio protect = 10	MC4R ag barr = .	aDG glyco up = -0.6

Bioassay records: PubChem BioAssay, several laboratories
